Assay outcomes (PubChem BioAssay)
DT40 TDP1 CPT: DT40-hTDP1 cell growth loss with CPT; chicken DT40 Tdp1-/-;hTDP1 cells + 20 nM CPT, ATP luminescence, 48 h; Potency, µM (top dose mostly 46.2 µM), for the others: at the highest dose activity change, negative = growth inhibition, most hits filed as inhibitors; actives 12% (n = 420,000); note: nearly all actives have a fitted effect of over 55% in size
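Chicken DT40 Tdp1-/- cells complemented with human TDP1, 400 cells/well, exposed to compounds plus 20 nM camptothecin for at least 48 h at 37 C; viability read as ATP content by CellTiter-Glo luminescence.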
DT40 TDP1 no CPT: qHTS for Inhibitors of human tyrosyl-DNA phosphodiesterase 1 (TDP1): qHTS in cells in absence of CPT | actives 15% (n = 420,000) | Potency, µM (doses to about 46.2 µM), for the others: top-dose activity change, negative = growth inhibition, most hits filed as inhibitors | AID 686978, 2013 | DT40 Tdp1-/- hTDP1 cells, no CPT, ATP luminescence, 48 h; note: nearly all actives have a fitted effect of over 55% in size
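Chicken DT40 Tdp1-/- cells stably complemented with human TDP1 were seeded at 400 cells/well with DMSO in place of 20 nM camptothecin. After compound pinning, cells grew at least 48 hr at 37 °C; viability read by CellTiter-Glo luminescence.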
GCN5L2 inh: blocks human GCN5L2 histone acetyltransferase; actives 0.21% (n = 390,000); Potency, µM (highest dose often 58.9 µM), without a hit: at the top dose activity change, negative = inhibition, most hits filed as inhibitors; GCN5L2 HAT assay, ThioGlo1 CoA-SH fluorescence; AID 504327
Target sequence (Q92830 whole entry, looked up): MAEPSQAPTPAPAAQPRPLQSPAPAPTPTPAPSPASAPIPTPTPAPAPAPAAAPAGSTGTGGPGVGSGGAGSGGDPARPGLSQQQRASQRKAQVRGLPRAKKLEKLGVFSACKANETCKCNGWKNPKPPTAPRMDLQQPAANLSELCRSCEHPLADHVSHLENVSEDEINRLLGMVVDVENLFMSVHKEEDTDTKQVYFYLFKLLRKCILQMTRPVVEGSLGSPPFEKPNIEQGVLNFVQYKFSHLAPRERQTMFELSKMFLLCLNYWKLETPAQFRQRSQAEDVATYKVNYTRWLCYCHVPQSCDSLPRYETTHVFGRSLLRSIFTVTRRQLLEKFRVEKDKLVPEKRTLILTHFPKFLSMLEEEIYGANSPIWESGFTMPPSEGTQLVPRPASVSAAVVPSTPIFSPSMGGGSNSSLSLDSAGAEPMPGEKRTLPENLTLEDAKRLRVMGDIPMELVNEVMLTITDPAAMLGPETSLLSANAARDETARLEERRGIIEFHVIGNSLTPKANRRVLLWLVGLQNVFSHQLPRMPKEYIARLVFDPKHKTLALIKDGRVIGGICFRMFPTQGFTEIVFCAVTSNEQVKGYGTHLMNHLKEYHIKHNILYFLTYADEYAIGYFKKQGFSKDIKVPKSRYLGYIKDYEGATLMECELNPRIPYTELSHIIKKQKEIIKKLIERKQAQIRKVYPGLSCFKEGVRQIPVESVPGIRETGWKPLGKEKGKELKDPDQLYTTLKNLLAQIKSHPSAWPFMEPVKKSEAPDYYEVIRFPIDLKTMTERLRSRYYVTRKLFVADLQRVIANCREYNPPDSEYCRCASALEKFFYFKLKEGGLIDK
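Compounds, pin-transferred from DMSO stocks, meet 20nM GCN5L2 for 15 min before the reaction begins with H3(1-25) peptide (75uM) and acetyl-CoA (70uM). Thiol-reactive ThioGlo1 reports CoA release over 20 min at room temperature.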
Numbers without * were called inactive; ? = inconclusive; · = no result given; & = joins results of further samples; [ ] = another dose, or the depositor's remark. Calls come from the whole dose curve; as a rule, active = well fitted curve in the direction sought with a large enough effect; inconclusive = small, poorly fitted or top-dose-only effect, or another doubt; inactive = no such curve, though single readings can be large; an effect the other way counts as inactive or inconclusive. % is set by controls: 0 for no effect and ±100 for the full control effect; potency is the fitted concentration of half-maximal effect.

SMILES | DT40 TDP1 CPT | DT40 TDP1 no CPT | GCN5L2 inh
CCOC(=O)c1ccc(N2C(=O)Cc3cc(OCC)c(OCC)cc3C2c2ccccc2)cc1 (stereo unspecified) | 15µM* | 13µM* | -15%
CC1(C)CC(=O)CC(=Nc2ccc(C(=O)O)cc2)C1 | 9% | 13% | -22%
CCCN1CNc2c(c(=O)[nH]c(=S)n2CCc2c(Cl)cccc2Cl)C1 | 16µM* | 13µM* | ·
Cn1nc(-c2ccccc2)c(-c2nc(-c3ccccc3Cl)no2)c1Cl | ? | ? | 0%
Cc1ccccc1Cn1cc(S(=O)(=O)CC(=O)N2CCCCC2)c2ccccc21 | ? | ? | -4%
O=C(COC(=O)c1cnccn1)NCc1ccccc1 | -1% | 13% | -4%
COc1ccc(-c2nn(-c3ccccc3)cc2C(=O)N/N=C/c2ccc([N+](=O)[O-])o2)cc1 | ? | ? | 2%
Nc1cc(Cl)nnc1Cl | 5% | -1% | 1%
Cc1cc2[nH]c(=O)c(=O)[nH]c2cc1S(=O)(=O)Nc1cccc(Cl)c1 | 1% | -1% | -5%
COc1ccc(-n2nc(C(=O)NCC(=O)NCc3cccc(F)c3)c3ccccc3c2=O)cc1Cl | -25% | ? | -2%
Cc1ccc2cc(F)ccc2n1 | -9% | -6% | ·
COc1ccc(N(CC(=O)NCc2ccco2)S(=O)(=O)c2ccccc2)cc1 | -2% | -8% | 5%
CCCn1c(SCC(=O)Nc2cccc(C)n2)nc2c1c(=O)n(C)c(=O)n2C | 18µM* | ? | -4%
CCOc1ccc(NC(=O)CN(C2CCCCC2)S(C)(=O)=O)cc1 | -22% | -26% | 0%
CN1CCN(S(=O)(=O)c2cccc(C(=O)N(Cc3nnc(-c4ccc(Cl)cc4)o3)C3CC3)c2)CC1 | 21µM* | ? | 3%
O=C(Oc1coc(CSc2ncccn2)cc1=O)c1cccs1 | 20% | -8% | -4%
CC1CCCCN1C(=O)COC(=O)C1CCN(S(=O)(=O)c2c(Cl)cccc2Cl)CC1 (stereo unspecified) | -1% | -18% | -16%
COc1ccc(C=NNC(=O)CCCCC(=O)NN=Cc2ccc(OC)cc2)cc1 | -12% | ? | ·
CCOc1ccccc1CN1CCc2nc(Nc3ccccc3)ncc2C1 | ? | ? | 1%
Cc1ccc(OC(=O)c2cccnc2)cc1 | 7% | -6% | -6%
Cc1cc2c3c(c1C)C1(C(=O)N3C(C)(C)CC2C)C(C#N)=C(N)OC2=C1C(=O)CC(C)(C)C2 (stereo unspecified) | -29% | ? | -6%
CCCCNC(=O)c1cccc(C(=O)NCCCC)c1 | -3% | -29% | -4%
CCOC(=O)Cc1c(C)nc2c(-c3ccc(Cl)cc3)c(C)[nH]n2c1=O | 23µM* | 23µM* | -7%
COc1ccc([C@H]2C(C(=O)O)=C[C@@H](C(C)(C)C)N2S(=O)(=O)c2ccc(C)cc2)cc1OC | 7% | 2% | 1%
CC(C)Oc1cccc(C(=O)NC(=S)Nc2cccc(NC(=O)c3ccccc3Cl)c2)c1 | ? | ? | -8%
CCOc1ccc(S(=O)(=O)N(CC)CC(=O)NCc2cccnc2)cc1 | -5% | -9% | -3%
Cc1ccc(C(=O)Nc2cccc(C(F)(F)F)c2)cc1NC(=O)c1nccn1C | 2%&-21% | 3%&-9% | 5%
CCOC(=O)CSc1nnc(NC(=O)C2CC(=O)N(c3ccc(F)cc3)C2)s1 (stereo unspecified) | -2% | -12% | -22%
O=C(O)CSCC(=O)NCc1ccc(Cl)cc1 | 36%[activator] | -9% | 0%
COc1ccc(C(=O)N2CCN(c3c(C)cccc3C)CC2)cc1OC | 23µM* | ? | -17%

Laid out differently: 3 of the compounds above.
smiles: O=C(Oc1coc(CSc2ncccn2)cc1=O)c1cccs1
- DT40 TDP1 CPT: 20%
- DT40 TDP1 no CPT: -8%
- GCN5L2 inh: -4%
smiles: CCOc1ccc(S(=O)(=O)N(CC)CC(=O)NCc2cccnc2)cc1
- DT40 TDP1 CPT: -5%
- DT40 TDP1 no CPT: -9%
- GCN5L2 inh: -3%
smiles: COc1ccc([C@H]2C(C(=O)O)=C[C@@H](C(C)(C)C)N2S(=O)(=O)c2ccc(C)cc2)cc1OC
- DT40 TDP1 CPT: 7%
- DT40 TDP1 no CPT: 2%
- GCN5L2 inh: 1%

Next results.
SMILES | DT40 TDP1 CPT | DT40 TDP1 no CPT | GCN5L2 inh
CCc1nnc(NS(=O)(=O)c2ccc(NC(=O)c3ccccc3)cc2)s1 | 3% | 2% | 0%
C#CCOCCOCCOCCNc1nc(N2CCOCC2)nc(N2CCN(C(=O)[C@H](Cc3ccc(O)cc3)n3cc(CCO)nn3)CC2)n1 | -10% | 21% | ·
N#Cc1ccccc1OCc1cn(CC(=O)c2ccc(O)cc2)nn1 | ? | -5% | ·
Cc1cc(NC(=O)c2ccccc2)nc2c1c(=O)oc1ccccc12 | ? | ? | -1%
Cc1ccc(C(C(=O)NCc2ccc(F)cc2)N(C(=O)c2csnn2)C2CC2)o1 (stereo unspecified) | -22% | -29% | -2%
Cc1ccc(O)c(-c2[nH]ncc2C(=O)c2ccc(Br)cc2)c1 | ? | -16% | -19%
Cc1cc(C)c2c(=O)[nH]c(=O)n(Cc3ccccc3)c2n1 | -6% | ? | -1%
COc1cc(C#N)ccc1OC(=O)C1CCN(C(=O)c2ccc(F)cc2)CC1 | -9% | -9% | -1%
CC(C)CNC(=O)C(=O)NNC(=O)c1ccco1 | 22% | 8% | -5%
CCN(CC(=O)Nc1c(F)cccc1F)C(=O)/C=C/c1ccc(C)cc1 | -6% | ? | -3%
CC(C)(C)OC[C@H](NC(=O)c1[nH]cnc1C(=O)Nc1ccccc1F)C(=O)OC(C)(C)C | 21µM* | 21µM* | ·
CC(=O)Nc1ccc(CNc2nc(NCc3cccs3)nc3ccsc23)cc1 | -9% | -26% | ·
O=C(Nc1ccc(-c2nc3cc(Cl)ccc3c(=O)o2)cc1)c1ccco1 | 0% | ? | 22%
O=C(Cc1ccccc1)Nc1scc(-c2ccccc2)c1C(=O)N1CCOCC1 | ? | ? | -7%
Cc1ccc(-c2nnc(Nc3ccc(C(=O)N(C)C)cc3)c3ccccc23)cc1S(=O)(=O)NC(C)(C)CO | ? | -29% | -8%
CN1CC(=O)N(CC(=O)Nc2ccc(Cl)c(C(F)(F)F)c2)C1=O | -4% | -24% | 1%
O=C(COc1ccc(Cl)cc1Cl)NN=C1c2ccccc2-c2ccccc21 | ? | ? | -9%
O=C(CSc1nnc(CNC(=O)C23CC4CC(CC(C4)C2)C3)n1-c1ccc(F)cc1)Nc1ccc(F)cc1 | ? | ? | 2%
O=C(O)c1cc(N=Nc2ccc(O)c(C(=O)O)c2)ccc1O | 13% | 3% | -8%
CC(C)(C)[C@@H]1C=C(C(=O)O)[C@H](c2ccc(Cl)cc2)N1S(=O)(=O)c1ccccc1 | -1% | 8% | 1%
CCc1nnc2c3cnn(-c4ccccc4)c3ncn12 | -22% | 1% | -6%
CCCCOC(=O)Nc1sc2nc(C)cc(C)c2c1-n1cccc1 | ? | ? | -5%
CCOC(=O)N1CCN(C(=O)c2cn(C)c(=O)c3c2c2ccccc2n3C)CC1 | ? | 25µM* | -11%
Cc1ccc2sc(-c3ccc(NC(=O)/C=C\C(=O)O)cc3)nc2c1 | 3% | -10% | ?
COc1cc(=O)n(C)c2c(OCC3OC(C)(C)OC3(C)C)cccc12 (stereo unspecified) | -17%[9.04 µM] | -18%[9.04 µM] | -4%
O=C(NCc1ccc(Cl)cc1)C1CCN(S(=O)(=O)c2cccnc2)CC1 | -11% | 18% | 1%
COc1ccc(OC)c(CNC(=O)CCCn2c(=O)c3cccn3c3cccnc32)c1 | 3% | -22% | 3%
COc1cc2c(cc1OC)CN(c1nc(CN3CCCC3)nc3sc(C)c(C)c13)CC2 | -23% | ? | -6%
O=C(CN1C(=O)C2CCCCC2C1=O)Nc1nc(-c2ccccn2)cs1 (stereo unspecified) | 12µM* | 10µM* | -10%
O=c1[nH]c(SCc2cccc(Cl)c2)nc2c1CCC2 | -29% | -19% | -5%
CN1Cc2c(N3CCOCC3)nc3sc(C#N)c(N)c3c2CC1(C)C | -21% | ? | -2%
C=CCn1cc(C(=O)N2CCN(c3ccccc3)CC2)c(=O)c2cc(S(=O)(=O)N3CCCC3)ccc21 | ? | 3% | -18%
COc1ccc(-c2noc(-c3nnn(-c4ccc(C(C)C)cc4)c3C)n2)cc1OC | ? | ? | -3%
Cc1nn(CC(=O)Nc2ccc(C(=O)N(C)C)cc2)c(=O)c2ccccc12 | 0% | -1% | -10%
Cc1ccc(C)c(S(=O)(=O)N2CCCOC2CNC(=O)C(=O)NCc2ccco2)c1 (stereo unspecified) | -19% | ? | -5%
COc1ccc(-n2nnnc2SCC(=O)c2ccc(O)c(O)c2)cc1 | ? | ? | -20%
COc1ccccc1N1CCN(C(=O)c2cc(S(=O)(=O)N3CCCCC3)ccc2C)CC1 | ? | ? | -3%
CCCOc1ccc(N2CC(C(=O)Nc3ccccc3F)CC2=O)cc1 (stereo unspecified) | 4% | 8% | -7%
Cc1cccc(Nc2nc(-c3cccs3)cs2)n1 | ? | 23µM* | -8%
Cc1ccccc1OCCC(=O)OCC(=O)NCCc1ccccc1 | -6% | -18% | -3%
CCC(=O)Oc1c(Sc2ccc(Cl)cc2)c(C)nn1-c1ccccc1 | ? | 0.52µM* | -8%
Cc1cccc(N2CCN(S(=O)(=O)c3ccc(F)c(C(=O)Nc4cccc(Cl)c4C)c3)CC2C)c1 (stereo unspecified) | ? | ? | 3%
CCOc1cc(/C=C2\C(=O)N(Cc3ccco3)C(C)=C2C(=O)OC)ccc1O | ? | ? | -1%
CC1(C(=O)O)CCN1C(=O)c1cccc(OC(F)(F)F)c1 (stereo unspecified) | 4% | -1% | ·
COc1ccc(-c2nn(CCC(=O)O)cc2/C=N/NC(N)=S)cc1 | -3% | 1% | -24%

Individual results from the entries so far:
C=CCn1cc(C(=O)N2CCN(c3ccccc3)CC2)c(=O)c2cc(S(=O)(=O)N3CCCC3)ccc21 | GCN5L2 inh = -18%
COc1ccccc1N1CCN(C(=O)c2cc(S(=O)(=O)N3CCCCC3)ccc2C)CC1 | GCN5L2 inh = -3%
CCOc1cc(/C=C2\C(=O)N(Cc3ccco3)C(C)=C2C(=O)OC)ccc1O | GCN5L2 inh = -1%
Cc1cccc(N2CCN(S(=O)(=O)c3ccc(F)c(C(=O)Nc4cccc(Cl)c4C)c3)CC2C)c1 (stereo unspecified) | GCN5L2 inh = 3%
Cc1ccc(C)c(S(=O)(=O)N2CCCOC2CNC(=O)C(=O)NCc2ccco2)c1 (stereo unspecified) | GCN5L2 inh = -5%
Cc1cccc(Nc2nc(-c3cccs3)cs2)n1 | DT40 TDP1 no CPT = 23µM*

(cont.)
SMILES | DT40 TDP1 CPT | DT40 TDP1 no CPT | GCN5L2 inh
CCOc1ccc(C2C(C#N)=C(N)N(N(C)C)C3=C2C(=O)CC(C)(C)C3)cc1 (stereo unspecified) | -29% | -4% | 0%
COc1ccc(OCCCC(=O)Nc2cc(S(=O)(=O)N3CCCCC3)ccc2C)cc1 | 21µM* | ? | -1%
CCC(C)c1ccc(NC(=O)c2ccco2)cc1 (stereo unspecified) | ? | ? | -7%
CC1(C(=O)OCC(=O)Nc2cccc(S(=O)(=O)NC3=NCCCCC3)c2)CC1(Cl)Cl (stereo unspecified) | ? | -15% | 3%
Cc1ccc(NN2C(=O)C=C(c3ccccc3)C2=O)cc1 | 5.8µM* | 7.3µM* | -24%
CSC1=NC(=O)/C(=C/c2ccc(SC)cc2)S1 | ? | ? | -11%
COCCNC(=O)C(OC(=O)c1ccco1)c1ccccc1Cl (stereo unspecified) | 17% | 15% | -3%
COc1ccc2oc(C(=O)NC3CCCCC3)c(C)c2c1 | ? | ? | -7%
O=C(NCC1CCCO1)c1ccc2nc(N3CCCCC3)sc2c1 (stereo unspecified) | -30% | ? | 4%
Cc1ccc(-c2cc(C(=O)N3CCN(S(=O)(=O)c4ccc(Br)cc4)CC3)[nH]n2)c(C)c1 | ? | ? | -4%
Cc1cc(/C=C2\SC(=O)NC2=O)c(C)n1-c1ccc(N2CCOCC2)cc1 | ? | ? | -9%

Two records drawn at random from the list so far, as already listed:
SMILES | DT40 TDP1 CPT | DT40 TDP1 no CPT | GCN5L2 inh
COc1ccc(-c2nn(CCC(=O)O)cc2/C=N/NC(N)=S)cc1 | -3% | 1% | -24%
Cc1ccccc1Cn1cc(S(=O)(=O)CC(=O)N2CCCCC2)c2ccccc21 | ? | ? | -4%
